OX1R antag-1: antagonists of human orexin 1 receptor (OX1R) | inhibition, % at 6.6 µM | OX1R-expressing cells, FRET antagonist read-out | 330,000 tested, 1.8% active | AID 485270; in the data active means inhibition mostly above about 38%, no sharp cut-off; inactive means mostly below about 40%;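 further: 0% = agonist challenge alone and 100% = reference antagonist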
Target sequence (O43613 whole entry, looked up): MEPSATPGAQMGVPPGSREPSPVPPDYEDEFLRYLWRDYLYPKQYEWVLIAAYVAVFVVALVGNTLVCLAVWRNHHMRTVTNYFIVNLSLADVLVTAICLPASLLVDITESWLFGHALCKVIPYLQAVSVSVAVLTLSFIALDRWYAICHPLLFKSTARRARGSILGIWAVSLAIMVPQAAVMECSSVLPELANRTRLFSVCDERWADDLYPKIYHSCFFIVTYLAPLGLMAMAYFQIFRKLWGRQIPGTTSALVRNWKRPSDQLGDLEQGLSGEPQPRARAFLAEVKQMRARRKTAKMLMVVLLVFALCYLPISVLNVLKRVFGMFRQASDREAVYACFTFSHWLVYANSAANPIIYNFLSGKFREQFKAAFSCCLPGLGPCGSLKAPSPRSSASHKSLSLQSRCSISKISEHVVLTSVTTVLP
STK33 inh: human STK33 kinase inhibition | purified STK33, MBP phosphorylation, ADP-Glo luminescence | inhibition, % at 10 µM | 320,000 tested, 0.073% active | Q9BYT3;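 active means inhibition at or above 25%, using the most active replicate where run in duplicate; inactive means inhibition below 25%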
Target sequence (Q9BYT3 whole entry, looked up): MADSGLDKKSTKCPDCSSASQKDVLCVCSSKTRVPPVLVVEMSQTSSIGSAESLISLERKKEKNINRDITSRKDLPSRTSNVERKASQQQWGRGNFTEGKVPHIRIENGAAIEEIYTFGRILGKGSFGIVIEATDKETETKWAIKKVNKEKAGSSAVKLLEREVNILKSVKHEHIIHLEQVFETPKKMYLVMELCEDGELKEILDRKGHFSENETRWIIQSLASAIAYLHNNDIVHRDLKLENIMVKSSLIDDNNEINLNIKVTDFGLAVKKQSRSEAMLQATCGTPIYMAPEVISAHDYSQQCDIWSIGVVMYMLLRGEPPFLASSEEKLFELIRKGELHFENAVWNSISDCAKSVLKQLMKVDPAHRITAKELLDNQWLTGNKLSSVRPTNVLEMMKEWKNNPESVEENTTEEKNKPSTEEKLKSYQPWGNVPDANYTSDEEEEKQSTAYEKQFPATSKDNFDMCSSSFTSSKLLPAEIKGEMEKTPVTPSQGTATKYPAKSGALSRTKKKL
OX1R antag-2: human HCRTR1 antagonism. O43613. CHO/OX1R cells, Fluo-8 calcium fluorescence, orexin A. inhibition, % at 5 µM. 330,000 tested, 0.43% active. AID 434989;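 active means inhibition above its plate's threshold, mean inhibition of all tested compounds on the plate plus 3 SD, cut at about 37% in these data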;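 further: 0% = orexin A challenge wells and 100% = SB-334867-A antagonist wells; not every result past the cut was called active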
Starred values were filed as active, the others as inactive; . = no result given.

SMILES	OX1R antag-1	STK33 inh	OX1R antag-2
Cc1cc(C(=O)N/N=C/c2cc(Cl)cc([N+](=O)[O-])c2O)n[nH]1	66*	-0.7	-17
O=C(Nc1ccc(Cl)cc1)Nc1ccc(N2CCC(C(F)(F)F)CC2)nc1	5	-0.4	-16
O=[N+]([O-])c1ccc(O)c(/C=N/n2c(-c3ccccc3)n[nH]c2=S)c1	4	5.9	-8
COc1cc(/C=C/C(=O)OC(C)C(=O)Nc2c(C)n(C)n(-c3ccccc3)c2=O)ccc1O (stereo not given)	9	0.0	-5
Cc1nn(-c2ccc(Cl)nn2)c(=O)c2ccccc12	3	1.4	-9
CC(C)Cc1cc(C(=O)Nc2ccc(Br)cc2)no1	13	0.1	-4
NNC(=O)C(=O)Nc1ccc(O)cc1	35	-0.5	-15
CCOc1ccc(Br)cc1S(=O)(=O)NC1=NCCCCC1	8	-0.9	-26
COc1cccc(/C=C/C(=O)N2CC(C)OC(C)C2)c1OC (stereo not given)	9	-1.2	-17
CC1(C)Nc2ccc(O)cc2-c2c1ssc2=S	51	1.2	-14
CCOC(=O)C1CCN(C(=O)C2CCN(S(=O)(=O)c3c(C)noc3C)CC2)CC1	8	-4.3	-2
CC1(C#CC[N+]2(C)CCCCC2)CCC2C(O1)c1ccccc1OC2(C)C (stereo not given)	11	-0.9	-1
O=C1C=C(c2ccccc2)C[C@@H](c2ccc(Cl)cc2)C1	-2	0.2	3
CCC(=O)Nc1c(S(=O)(=O)c2ccccc2)c2nc3ccccc3nc2n1Cc1ccccc1	2	0.3	-40
Cc1ccc(C)c(OCCC(=O)Nc2ccccc2C(=O)NC2CC2)c1	22	0.0	-23
COc1cccc(-c2nc(S(=O)(=O)c3ccccc3)c(N3CCOCC3)o2)c1	-3	0.4	-31
COc1cc(SC)ccc1C(=O)NCCOc1c(C)cc(C)cc1C	20	-1.8	-30
Cc1cccc(N(C(=O)Cc2cccs2)C(C(=O)NC2CCCC2)c2ccncc2)c1 (stereo not given)	29	-0.6	-25
CCOc1ccccc1OCCCOc1ccc(C)cc1Br	17	-0.7	-19
CC(C)(C)C(=O)O/N=C(\N)c1ccc(Oc2cc(Cl)cc(Cl)c2)c([N+](=O)[O-])c1	11	-1.6	-16
O=C(CS(=O)(=O)c1ccccc1)Nc1ccc(Cl)cn1	26	0.5	-11
CCc1ccc(-n2c(SCC(=O)N3Cc4ccccc4CC3C(=O)O)nnc2-c2ccncc2)cc1 (stereo not given)	16	-3.2	-4
CCOC(=O)c1c(C)[nH]c(C(=O)COC(=O)c2ccccc2NC(=O)c2ccco2)c1C	21	-2.2	-41
Cc1ccc([C@@H]2CC=C(C(=O)O)[C@H](c3ccc(Br)cc3)N2S(=O)(=O)c2ccccc2C)cc1	39*	.	25
CC(C)N1CCN(C(=O)c2cccc(Cl)c2)CC1	3	-1.3	7

Seven structures out of the list, sorted by molecular weight, largest number first.
SMILES	OX1R antag-1	STK33 inh	OX1R antag-2
CCc1ccc(-n2c(SCC(=O)N3Cc4ccccc4CC3C(=O)O)nnc2-c2ccncc2)cc1 (stereo not given)	16	-3.2	-4
CCC(=O)Nc1c(S(=O)(=O)c2ccccc2)c2nc3ccccc3nc2n1Cc1ccccc1	2	0.3	-40
CCOC(=O)c1c(C)[nH]c(C(=O)COC(=O)c2ccccc2NC(=O)c2ccco2)c1C	21	-2.2	-41
Cc1cc(C(=O)N/N=C/c2cc(Cl)cc([N+](=O)[O-])c2O)n[nH]1	66*	-0.7	-17
COc1cccc(/C=C/C(=O)N2CC(C)OC(C)C2)c1OC (stereo not given)	9	-1.2	-17
O=C1C=C(c2ccccc2)C[C@@H](c2ccc(Cl)cc2)C1	-2	0.2	3
Cc1nn(-c2ccc(Cl)nn2)c(=O)c2ccccc12	3	1.4	-9

Remaining list, next part.
SMILES	OX1R antag-1	STK33 inh	OX1R antag-2
C=C1CSc2nc(=O)c3c4c(sc3n21)CCCC4	11	1.3	-16
NC(=O)c1ccc(NC(=O)COC(=O)C2(c3ccccc3F)CCCC2)cc1	10	0.6	3
CCCCn1c(N)c(N(CC(C)C)C(=O)c2ccc(OCc3c(C)noc3C)cc2)c(=O)[nH]c1=O	21	-0.7	5
CNC(=S)N(Cc1ccco1)Cc1cc2cc3c(cc2[nH]c1=O)OCCO3	2	1.1	-9
COc1ccc(OCC(=O)N2CCCC2=O)c([N+](=O)[O-])c1	25	-0.8	-9
CC1Cc2ccccc2N1C(=O)COC(=O)/C=C/c1cccc(F)c1 (stereo not given)	8	-1.0	-12
Cc1sc2nc(CSCC(=O)NC3(C#N)CCCCC3)[nH]c(=O)c2c1C	7	-1.3	-12
CCC(Sc1nc2cc(OC)c(OC)cc2c(=O)n1CCc1ccc(OC)c(OC)c1)C(=O)NCCOC (stereo not given)	19	0.0	-32
Cc1ccc(NC(=O)C(C)Sc2n[nH]c(CNc3ccccc3)n2)cc1 (stereo not given)	15	1.2	-41
CCOc1cc(/C=N/N2CCN(Cc3ccccc3)CC2)ccc1O	11	-1.9	-22
CC(Sc1ccccc1)C(=O)NNC(=O)c1csc(N2CCOCC2)n1 (stereo not given)	10	-1.2	-23
CCN(CC(=O)Nc1ccc(NC(C)=O)cc1)C(=O)c1cc2ccccc2oc1=O	4	0.4	5
O=C(CC(C(=O)NCc1ccccc1)c1nc2ccccc2c(=O)[nH]1)NCc1ccccc1 (stereo not given)	24	0.4	-27
CCC(=O)N1CC(C)C(=O)Nc2ccccc21 (stereo not given)	33	-0.4	-6
CCCOC(=O)c1cccc(NC(=O)c2cccnc2)c1	21	8.1	-17
O=C(CCCC(=O)NNC(=O)Nc1ccccc1)NNC(=O)Nc1ccccc1	14	10	-20
O=C(N/N=C/C(Cl)=C/c1ccccc1)c1ccco1	25	-0.5	-1
O=C(NCC(c1ccco1)N1CCN(c2ccccc2)CC1)C(=O)NC1CC1 (stereo not given)	22	-1.2	-10
Cc1cccc(NC(=O)Nc2ccc(Cl)cc2)n1	20	-0.5	-1
COc1ccc(CCC(C)NCc2ccc(Cl)c(Cl)c2)cc1 (stereo not given)	7	0.6	-20
O=C(/C=C/c1c(F)cccc1Cl)Nc1ccc(S(=O)(=O)Nc2ncccn2)cc1	12	-0.7	-7
Cc1ccc(NC(=O)COC(=O)CCC2CCCC2)c(Br)c1	3	0.6	11
Cc1ccc(C(=O)OCC(=O)N2CCCC2)cc1	5	2.8	-7
O=C(O)CN1CCc2ccccc2C1	10	-1.7	-8
CC(C)(C)CC(C)(C)N1CNC(=S)NC1	7	-2.5	-1

Record cards (already shown).
Profile of `CCN(CC(=O)Nc1ccc(NC(C)=O)cc1)C(=O)c1cc2ccccc2oc1=O` → OX1R antag-1 = 4; STK33 inh = 0.4; OX1R antag-2 = 5
Profile of `CNC(=S)N(Cc1ccco1)Cc1cc2cc3c(cc2[nH]c1=O)OCCO3` → OX1R antag-1 = 2; STK33 inh = 1.1; OX1R antag-2 = -9
Profile of `Cc1ccc(NC(=O)COC(=O)CCC2CCCC2)c(Br)c1` → OX1R antag-1 = 3; STK33 inh = 0.6; OX1R antag-2 = 11

Other entries.
SMILES	OX1R antag-1	STK33 inh	OX1R antag-2
CC(C)c1ccc(NC(=O)C(=O)c2cn(CC(=O)N3CCCCC3)c3ccccc23)cc1	17	-1.1	-30
COc1cccc(NC(=O)Cc2nnc(SCC(=O)NC3CCCC3)n2C)c1	-1	-2.3	-1
Clc1ccccc1N1CCN(Cc2ccc(Br)o2)CC1	15	-0.7	-8
COCc1nnc(NC(=O)CSCc2ccccc2)s1	13	-2.2	-19
COc1ccc(-n2c(SCC(=O)NCc3cccs3)nnc2-c2ccoc2C)cc1	37	0.5	-19
CC1CCCCC1NC(=O)CSc1nc2ccccc2c(=O)n1Cc1ccco1 (stereo not given)	20	-1.3	-5
CC1CCCC(C)N1C(=O)CSc1ncccn1 (stereo not given)	2	1.0	-2
COc1ccc(NC2CCCN(C(=O)c3cc4ncccn4n3)C2)cc1 (stereo not given)	3	0.3	-16
CC12CCC(=O)N1C(C(=O)Nc1cc(C(F)(F)F)ccc1N1CCCCC1)CS2 (stereo not given)	16	2.7	-38
CCn1nc(CC(=O)Nc2nnc(CC(=O)N3CCCC3)s2)c2ccccc2c1=O	11	-0.6	-17
Cc1ccc(CNC(=O)C2CC3Cn4c(nc5ccccc54)C3N2C)o1 (stereo not given)	8	-2.0	11
COc1ccc(Sc2nc(-c3ccccc3)ncc2OC)cc1	9	-1.6	-41
O=C(CNC(=O)c1ccccc1F)NCCN1C(=O)S/C(=C\c2ccccc2Cl)C1=O	21	1.6	-22
CCOc1cc(OCC)cc(C(=O)NCc2ccco2)c1	6	-0.3	2
CN(Cc1cccc(F)c1)C(=O)c1ccc2c(=O)n3c(nc2c1)CCC3	11	-1.3	-13
O=c1cc(-c2ccncc2)oc2ccccc12	39	7.6	-14
CC(=O)c1ccc(N2CCN(C(=O)CCC(=O)c3cccs3)CC2)cc1	-7	1.1	2
Cc1ccc(/C=C/C(=O)OC(C)C(=O)Nc2ncc(Cl)cc2Cl)o1 (stereo not given)	12	-0.1	-1
COc1ccc(CCNS(=O)(=O)c2cc3c4c(c2)C(C)C(=O)N4CCC3)cc1OC (stereo not given)	10	0.4	-14
CCc1ccc(NC(=O)C2C3/C=C\CCCCC32)cc1 (stereo not given)	28	-1.0	-19
O=C(O)C1CCC(Cn2c(SCc3cc(=O)n4ccccc4n3)nc3ccsc3c2=O)CC1 (stereo not given)	26	-0.9	-12
Cn1c(=O)cc(OCC(=O)NCCCN2CCN(c3cccc(Cl)c3)CC2)c2ccccc21	14	-0.3	-34
COc1cccc(NC(=O)C(Sc2nnc(Nc3ccccc3C)s2)c2ccccc2)c1 (stereo not given)	29	-0.5	-23
CN(CC(=O)Nc1cccc(F)c1)C(=O)CSc1ccccc1F	12	-0.1	-11
O=C1CCCN1CCCNS(=O)(=O)c1ccc(Br)cc1	9	1.0	-13

Individual results from the entries so far:
For OX1R antag-1, `CN(CC(=O)Nc1cccc(F)c1)C(=O)CSc1ccccc1F` is listed with 12
For OX1R antag-1, `COc1cccc(NC(=O)Cc2nnc(SCC(=O)NC3CCCC3)n2C)c1` is listed with -1

Next section
SMILES	OX1R antag-1	STK33 inh	OX1R antag-2
CC1=Nc2ccccc2N=C(N)C1c1ccccc1 (stereo not given)	17	0.0	-18
O=C(Nc1cccc2ncccc12)c1ccc(Cl)cc1	5	-1.2	-2
CCOC(=O)c1c(NS(C)(=O)=O)sc2c1CCC(C)C2 (stereo not given)	5	-1.3	-21
Brc1ccc(-n2cnc(-c3ccccc3)c2)cc1	22	0.4	-25
Cc1ccc(Cl)cc1NC(=O)C(=O)N1CCCCC1	6	-0.7	-8
CCOC(=O)C[n+]1c(C)ccc2c1CCC2	2	-0.7	-10
O=C(CCS(=O)(=O)Cc1cccc(Cl)c1)NCCc1ccccc1	3	-0.4	-27
CCN(C1=NS(=O)(=O)c2ccccc21)N(CC)S(=O)(=O)c1ccc(C)cc1	33	-2.1	-26
O=C(NCC(O)c1ccccc1)c1ccc(Cl)c(S(=O)(=O)N2CCCCC2)c1 (stereo not given)	20	-0.7	-11
COc1ccc(C(=O)NCCN2CCOCC2)cc1[N+](=O)[O-]	14	-5.7	-7
O=C(CNC(=S)N(Cc1ccccc1)Cc1cccnc1)N1CCOCC1	9	0.8	-3
O=S(NCc1ccco1)C12CC3CC(CC(C3)C1)C2 (stereo not given)	10	-2.2	-19
Cc1ccnc(NC(=O)CCc2c[nH]c3ccccc23)c1	5	-0.1	-11
CCc1ccc(NS(=O)(=O)c2cc(OC)ccc2OC)cc1	2	-0.1	-13
CC(C)(C)CC(=O)NCCCN1CCOCC1	32	3.2	-2
CC(=O)c1ccc(NC(=O)c2cccc(NC(=O)c3ccccc3)c2)cc1	-5	-5.7	-20
COc1ccc(C(=O)NCCCCCC(=O)O)cc1OC	14	-1.9	-20
N#CCCn1cc(/C=N/NC(N)=S)c(-c2ccc(-c3ccccc3)cc2)n1	2	-1.1	26
Cc1nn(-c2ccccc2)c2[nH]c(=O)c(CNCCN3CCOCC3)cc12	14	-2.5	-21
O=C(COC(=O)Cc1ccsc1)NCc1ccccc1	4	-0.4	-13
O=C(Cn1cnc2ccccc21)N/N=C/c1ccccc1	12	0.3	-20
S=c1[nH]ncn1/N=C/c1ccccn1	15	-1.3	-11
Cc1ccc(C2C(C#N)=C(N)Oc3n[nH]c(-c4ccccc4)c32)o1 (stereo not given)	39	2.0	-19
C=CCNc1nc(Nc2cc(Cl)ccc2OC)nc(OC)n1	15	-0.9	-20
CCCNC(=O)c1ccccc1NC(=O)CSCc1ccc(OC)cc1	11	10	-10
Next section
SMILES	OX1R antag-1	STK33 inh	OX1R antag-2
CCOC(=O)c1[nH]c2c(c1C)C(=O)CC(c1ccc(F)cc1)C2 (stereo not given)	17	-1.3	-21
Cc1noc(NS(=O)(=O)c2ccc(NC(=O)c3ccc(F)cc3)cc2)c1C	1	0.6	-20
COCCn1c(SCC(=O)NCc2ccc(F)cc2)nc2ccccc21	16	-2.4	-19
CC(=O)NS(=O)(=O)c1ccc(NC(=O)CSc2ccc(Cl)cc2)cc1	4	-0.8	-11
Cc1cccc(/N=C2/NC(=O)C(Cc3ccccc3)S2)n1 (stereo not given)	5	9.7	-8
Cc1cccc(C)c1NC(=S)NCCCN1CCCC1=O	-1	-2.1	-7
Cc1ccc(S(=O)(=O)N2CCOCC2)cc1C(=O)Nc1nc(-c2ccccn2)cs1	20	0.4	-16
O=C(NCc1ccccc1)c1sc(=S)n2c1[nH]c(=O)c1ccccc12	38	-0.2	10
CCC(=O)[C@@]1(C)[C@H](C)C[C@H]2[C@@H]3CCC4=CC(=O)C=C[C@]4(C)[C@H]3[C@@H](O)C[C@@]21C	16	0.4	-8
Cc1cc(OC(C)C(=O)N(Cc2ccco2)C2CCS(=O)(=O)C2)cc(C)c1Cl (stereo not given)	9	-0.8	-18
Cn1cc(C(=O)c2ccc(Cl)cc2Cl)cc1C(=O)O	30	-0.3	5

Source: PubChem BioAssay (several laboratories)
